# Screening data (PubChem)
# GLP-1R agonist – qHTS of GLP-1 Receptor Agonists | 380,000 tested, 0.007% active | AID 624172, 2012 | Potency, µM (doses to about 45.6 µM), without a hit: top-dose activation, actives largely listed as activators | HEK293 GLP-1R CRE-luciferase, luminescence, 4-6 h; cells express a hypersensitive GLP-1R form | Glucagon-like peptide 1 receptor (Homo sapiens), P43220; further: potency means the concentration at half of the fitted maximal effect; % of control where 0% means no effect
# Target sequence (P43220 whole entry, looked up): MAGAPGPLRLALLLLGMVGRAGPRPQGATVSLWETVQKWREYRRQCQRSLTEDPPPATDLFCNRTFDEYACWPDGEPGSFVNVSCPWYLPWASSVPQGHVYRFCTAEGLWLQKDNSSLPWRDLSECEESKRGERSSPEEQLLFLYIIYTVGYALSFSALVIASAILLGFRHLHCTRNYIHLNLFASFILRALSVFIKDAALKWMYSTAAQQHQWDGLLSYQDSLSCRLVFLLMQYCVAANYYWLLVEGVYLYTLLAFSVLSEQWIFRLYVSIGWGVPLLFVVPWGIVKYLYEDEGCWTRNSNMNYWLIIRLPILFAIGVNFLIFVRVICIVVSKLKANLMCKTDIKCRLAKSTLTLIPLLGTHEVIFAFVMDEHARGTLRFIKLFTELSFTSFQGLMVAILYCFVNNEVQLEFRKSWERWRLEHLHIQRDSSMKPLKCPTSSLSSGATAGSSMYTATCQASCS
# Abeta yeast res – qHTS for compounds that reverse cellular toxicity of Amyloid beta (A-beta) peptide in yeast: Primary Screen; yeast expressing A-beta42, growth rescue, OD600, 48 h; response scale: 0% DMSO, 100% iron-clioquinol control; 410,000 tested, 0.063% active; Potency, µM (series often up to 46.1 µM), for the others: top-dose growth rescue, most hits filed as activators; further: potency means the concentration at half of the fitted maximal effect; nearly all actives have a fitted effect of over 55% in size
#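 Growth rescue measured by 600 nm absorbance after 48 h yeast culture at 30 C with compound. Values normalized between DMSO and an equimolar ferric chloride plus clioquinol control.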
# pAkt inh – HTS Assay for Inhibitors of Akt Phophorylation: Primary Screen; Neuro2A IGF-stimulated pAkt S473 HTRF, 20 min; active compounds read low; 360,000 tested, 0.32% active; activity change, % for hits at 50 µM; in the data active means activity change below about -80%; inconclusive means mostly about -51% to -80%; further: on the % scale 0 is the no-effect control and ±100 the full control effect
#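 Neuro2A cells in DMEM with 0.5% FBS, overnight at 37 deg C, given compound at single 50 µM final, then IGF (6 nM final) for 20 min at 37 deg C. Lysed; phospho-Akt Ser473 by HTRF after 24 h, 665/615 ratio.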
# GLP1R inv ag – qHTS of GLP-1 Receptor Inverse Agonists (Inhibition Mode); HEK293 GLP-1R CRE-luciferase, luminescence, 24 h; GLP-1R form is constitutively active; 410,000 tested, 1.6% active; Potency, µM (series often up to 38.3 µM), without a hit: at the highest dose activity change, negative = inhibition, actives largely listed as inhibitors; Glucagon-like peptide 1 receptor (Homo sapiens), P43220; further: potency means the concentration at half of the fitted maximal effect; on the % scale 0 is the no-effect control and ±100 the full control effect; nearly all actives have a fitted effect of over 55% in size
#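 GLP-1R inverse agonism mode: basal reporter luminescence in engineered HEK293 cells measured after one day of compound exposure at 37 deg C, with a 12 min room-temperature detection step.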
# FUS suppressor – qHTS for Suppressors of FUS Proteinopathy: Primary screen using FUS-linked yeast assay | S. cerevisiae FUS-expressing, growth rescue, OD600, 24 h | Potency, µM (top dose mostly 76.6 µM), for the others: at the top dose growth rescue (activation), usual class: activators | 390,000 tested, 0.24% active;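 further: potency means the concentration at half of the fitted maximal effect; plate controls were DMSO vehicle for no effect and reference control for full effect; nearly all actives have a fitted effect of over 55% in size; some results filed as inactive show a strong effect at the top dose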
#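 Steps: raffinose overnight preculture; dilution to OD 0.005 in 2% galactose minimal medium; compound addition (concentration series); 24hr at 30C, 99% humidity; absorbance read at 600 nm.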
# PTHR1 agonist – qHTS for PTHR1 Agonists: Primary Screen; 410,000 tested, 0.075% active; Parathyroid hormone/parathyroid hormone-related peptide receptor (Homo sapiens), Q03431; Potency, µM (doses to about 115 µM), for inactives: at the highest dose activation, hits mostly activators; HEK293 GP2 PTHR1 cells, GloSensor cAMP luminescence, 1 h; further: potency means the concentration at half of the fitted maximal effect; nearly all actives have a fitted effect of over 55% in size; some results filed as inactive show a strong effect at the top dose; inactives centre near -15; many of its hits are not listed in these tables
#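 HEK-293-derived GP2 cells expressing PTHR1 and a GloSensor cAMP reporter, 3,000/well, plated overnight, given luciferin plus IBMX (each 0.5 mM as added) for 1 h at 37 °C, then compound for 1 h at 37 °C. Luminescence was read after 15 min at room temperature.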
# DRD3 antagonist – qHTS of D3 Dopamine Receptor Antagonist: qHTS. D(3) dopamine receptor (Homo sapiens), P35462. D3R cells, DiscoveRx beta-arrestin luminescence, antagonist mode; active compounds read low. max response, negative = inhibition, %. 360,000 tested, 2.5% active. AID 652054, 2013; in the data active means max response below about -50%; inconclusive means no clear call, values can overlap the other calls; further: on the % scale 0 is the no-effect control and ±100 the full control effect; mostly tested at two doses, the higher about 12 µM
# Target sequence (P35462 whole entry, looked up): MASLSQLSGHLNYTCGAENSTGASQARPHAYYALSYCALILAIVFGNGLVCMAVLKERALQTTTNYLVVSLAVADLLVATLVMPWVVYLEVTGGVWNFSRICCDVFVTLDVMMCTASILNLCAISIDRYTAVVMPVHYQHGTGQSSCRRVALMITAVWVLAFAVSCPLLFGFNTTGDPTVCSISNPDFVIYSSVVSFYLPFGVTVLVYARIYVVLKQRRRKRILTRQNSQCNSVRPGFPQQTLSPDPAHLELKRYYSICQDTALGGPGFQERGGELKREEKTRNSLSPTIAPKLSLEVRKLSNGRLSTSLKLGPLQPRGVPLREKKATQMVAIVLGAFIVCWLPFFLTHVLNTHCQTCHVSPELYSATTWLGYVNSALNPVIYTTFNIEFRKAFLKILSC
#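 Cells expressing the human receptor were seeded at 1500 cells/well, incubated overnight at 37 degrees C in 5% CO2, then exposed to library compounds with dopamine controls for 90 minutes at 37 degrees C before luminescent detection.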
# aSyn rescue – qHTS of alpha-syn Inhibitors; Yeast expressing alpha-synuclein, growth rescue, BacTiter-Glo, 24 h; Potency, µM (doses to about 46.1 µM), for inactives: at the top dose growth rescue (activation), actives largely listed as activators; 370,000 tested, 0.14% active; further: potency means the concentration at half of the fitted maximal effect; % of control where 0% means no effect; nearly all actives have a fitted effect of over 65% in size
#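 Screening used galactose-induced yeast with toxic alpha-synuclein levels, exposed to compound for 24 hr at 30 deg C. Cell growth, read with BacTiter-Glo luminescence, gave the measured signal.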
# TDP-43 yeast inh – qHTS of TDP-43 Inhibitors | AID 652104, 2013 | 410,000 tested, 1.8% active | Potency, µM (series often up to 46.1 µM), for the others: at the highest dose growth rescue (activation), usual class: activators | TDP-43 expressing yeast growth rescue, BacTiter-Glo, 24 h; further: potency means the concentration at half of the fitted maximal effect; % of control where 0% means no effect; nearly all actives have a fitted effect of over 50% in size
#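 Yeast cells expressing TDP-43 under galactose induction are exposed to compounds for 24 hr at 30 deg C. BacTiter-Glo luminescence measures growth, so protective compounds score as activators.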
# The depositor's hits bear a star; i = inactive; u = inconclusive; x = no result given; [ ] = dose if it differs, or a comment. Unless noted, the call rests on the fitted dose curve; in most records, active means well fitted curve in the direction sought with a large enough effect; inconclusive means small, poorly fitted or top-dose-only effect, or another doubt; inactive means no such curve, though single readings can be large; an effect the other way counts as inactive or inconclusive. A portion of the library, so the mix of outcomes need not match the whole.
entry	Compound	GLP-1R agonist	Abeta yeast res	pAkt inh	GLP1R inv ag	FUS suppressor	PTHR1 agonist	DRD3 antagonist	aSyn rescue	TDP-43 yeast inh
1	Cc1ccc(-c2nc(CS(=O)(=O)CC(=O)NCc3ccccc3Cl)c(C)o2)cc1	x	-6%	x	u	12%	i	x	x	15%
2	O=C(Cc1cccc(NC(=O)C2CCN(C(=O)c3ccccc3)CC2)c1)Nc1cccc(C(=O)N2CCCC2)c1	8%	-17%	i	27%	16%	i	2	7%	3%
3	Cc1cc(NC(=O)c2cccc(S(=O)(=O)N3CCOCC3)c2)c2ccccc2n1	5%	-7%	i	-7%	-1%	-20%[57.5 µM]	9	-6%	-9%
4	CC(=O)c1cccc(NC(=O)c2cccc3c(-c4cccnc4)coc23)c1	-9%	-14%	i	u	26%	-30%	36	1%	u
5	Cc1ccnc(N2CCCC(C(=O)NC3CC3)C2)n1 (stereo unspecified)	2%	-1%	i	5%	11%	-23%	-12	8%	-14%
6	CNC(=O)c1sc(N2N=C3/C(=C/c4ccccc4)CCCC3C2c2ccccc2)nc1C (stereo unspecified)	12%	-6%	i	-20%	15%	-13%[57.5 µM]	21	5%	-1%
7	CCC(=O)N1CCN(c2ccc(NC(=O)c3cc4ccccc4o3)cc2Cl)CC1	-38%[inhibitor]	-34%[inhibitor]	i	11µM*	20%	-20%	21	6%	2%
8	CC(C)(C)C(=O)c1c(N)[nH]c(C(=O)c2ccccc2)c1-c1ccc(Cl)cc1Cl	2%	3%	i	30%	0%	i	16	2%	13%
9	O=C1C=C(c2ccc3ncccc3c2)C[C@@H](c2ccc(F)cc2)C1	7%	-78%[inhibitor]	i	-20%	41%	-33%[inhibitor]	11	20%	u
10	CC(C)Sc1nc(N)nc2c1ncn2C1OC(CO)C(O)C1O (stereo unspecified)	10%	6%	i	9%	-9%	i	5	14%	-4%
11	COC(=O)c1ccc(NC(=O)Cn2nc(C)cc2C)cc1	-1%	-17%	i	-3%	4%	-21%	-11	2%	2%
12	CC(C)(C)NC(=O)c1cnn(-c2ccccc2)c1NC(=O)c1ccccc1	0%	-11%	i	-12%	-3%	-13%[57.5 µM]	-15	5%	-10%
13	O=C(CN(Cc1cccs1)C(=O)c1csnn1)NC1CCCC1	-2%	0%	i	5%	10%	i	9	-5%	1%
14	C=CCn1c(=O)c2ccccc2n2c(SC(C)C(=O)Nc3nc(-c4ccccc4)cs3)nnc12 (stereo unspecified)	-4%	7%	i	-2%	-2%	i	11	-7%	25%
15	Cc1ccc(NC(=O)CSc2nnc(Cc3csc(C)n3)o2)cc1	6%	-15%	i	10%	17%	-11%	7	-8%	13%
16	CC(=O)NC(c1ccco1)c1cc(Cl)c2ccccc2c1O (stereo unspecified)	0%	-16%	x	x	-8%	-2%	x	x	x

# Look-ups from the results shown.
# compound 11 in PTHR1 agonist = -21%
# compound 16 in GLP-1R agonist = 0%
# compound 15 in TDP-43 yeast inh = 13%

# Next records:
entry	Compound	GLP-1R agonist	Abeta yeast res	pAkt inh	GLP1R inv ag	FUS suppressor	PTHR1 agonist	DRD3 antagonist	aSyn rescue	TDP-43 yeast inh
17	COc1ccc(Nc2nc(N)nc(CSC(=S)N3CCCCC3C)n2)cc1 (stereo unspecified)	u	u	i	u	u	-14%	-10	15%	21%
18	O=S(=O)(NCCCc1ccccc1)c1ccccc1	2%	25%	i	-2%	-4%	-27%	4	8%	u
19	CC(C)Cc1nc(C(N)=O)c2[nH]c(=O)n(-c3ccc(F)cc3)c2n1	-3%	6%	i	3%	-4%	6%	3	0%	22%
20	COc1ccc(NC(=O)CC2SC(N3CCCCC3)=NC2=O)cc1OC (stereo unspecified)	-7%	-14%	i	11%	-14%	i	4	7%	11%
21	CC(C)(C)NC(=O)C1c2ccccc2OCC(=O)N1Cc1ccccc1 (stereo unspecified)	6%	-1%	i	0%	1%	u	6	4%	17%
22	O=C(O)C(c1ccccc1)C1CCCCC1O (stereo unspecified)	2%	15%	i	-4%	-4%	i	-6	0%	-6%
23	COc1ccc(Cc2nnc(NS(=O)(=O)c3ccccc3)s2)cc1	8%	19%	i	-1%	54%	-11%	-1	8%	-18%[0.397 µM]
24	CN(C)C(CNC(=O)C1CCN(S(=O)(=O)c2cccc(Cl)c2Cl)CC1)c1ccccc1 (stereo unspecified)	11%	0%	i	u	9%	-4%	0	9%	-12%

# Complete entries as entered above. Screens in order: GLP-1R agonist | Abeta yeast res | pAkt inh | GLP1R inv ag | FUS suppressor | PTHR1 agonist | DRD3 antagonist | aSyn rescue | TDP-43 yeast inh
# Entry for `CN(C)C(CNC(=O)C1CCN(S(=O)(=O)c2cccc(Cl)c2Cl)CC1)c1ccccc1` (stereo unspecified) → 11% | 0% | i | u | 9% | -4% | 0 | 9% | -12%
# Entry for `O=S(=O)(NCCCc1ccccc1)c1ccccc1` → 2% | 25% | i | -2% | -4% | -27% | 4 | 8% | u
# Entry for `CC(C)(C)NC(=O)C1c2ccccc2OCC(=O)N1Cc1ccccc1` (stereo unspecified) → 6% | -1% | i | 0% | 1% | u | 6 | 4% | 17%
# Entry for `COc1ccc(Nc2nc(N)nc(CSC(=S)N3CCCCC3C)n2)cc1` (stereo unspecified) → u | u | i | u | u | -14% | -10 | 15% | 21%
# Entry for `CC(C)Cc1nc(C(N)=O)c2[nH]c(=O)n(-c3ccc(F)cc3)c2n1` → -3% | 6% | i | 3% | -4% | 6% | 3 | 0% | 22%

# Following part.
entry	Compound	GLP-1R agonist	Abeta yeast res	pAkt inh	GLP1R inv ag	FUS suppressor	PTHR1 agonist	DRD3 antagonist	aSyn rescue	TDP-43 yeast inh
25	COC(=O)c1onc(-c2c(C)cc(C)cc2C)c1C(=O)OC	-15%	-36%	i	-14%	30%	-21%[57.5 µM]	-6	-18%	-10%
26	NS(=O)(=O)c1ccc(CCNC(=O)CCCC2=NS(=O)(=O)c3ccccc3N2)cc1	14%	18%	i	2%	31%	-10%	-21	3%	21%
27	O=C(NCCc1ccccc1)c1cc(Sc2ccc(F)cc2F)nc2ccccc12	x	12%	x	-10%	-8%	-16%	x	x	11%
28	Cc1cc(C)c(OCC(=O)Nc2ccccc2N2CCCCC2)c(C)c1	2%	23%	i	0%	-12%	-35%[inhibitor]	-7	0%	-16%
29	COc1cccc(S(=O)(=O)N(C)C[C@@H]2Oc3cc(C#CCN(C)C)ccc3S(=O)(=O)N([C@H](C)CO)C[C@@H]2C)c1	-2%	-5%	i	20%	26%	i	-20	1%	20%
30	C=C(C)c1cccc(C(C)(C)NC(=O)Nc2ccc(OC)nc2)c1	9%	-9%	i	u	19%	-5%	-14	1%	-25%
31	COC(=O)COc1ccc(S(=O)(=O)N2CCN(c3ccc(OC)cc3)CC2)cc1	7%	2%	i	6%	-10%	-11%	-15	-1%	-13%
32	CCOCC(=O)N1CCN(c2ccc([N+](=O)[O-])cc2)CC1	1%	-2%	i	8%	x	-33%	-18	-8%	-5%

# 2 compounds picked at random from those above:
entry	Compound	GLP-1R agonist	Abeta yeast res	pAkt inh	GLP1R inv ag	FUS suppressor	PTHR1 agonist	DRD3 antagonist	aSyn rescue	TDP-43 yeast inh
27	O=C(NCCc1ccccc1)c1cc(Sc2ccc(F)cc2F)nc2ccccc12	x	12%	x	-10%	-8%	-16%	x	x	11%
32	CCOCC(=O)N1CCN(c2ccc([N+](=O)[O-])cc2)CC1	1%	-2%	i	8%	x	-33%	-18	-8%	-5%

# Continuation.
entry	Compound	GLP-1R agonist	Abeta yeast res	pAkt inh	GLP1R inv ag	FUS suppressor	PTHR1 agonist	DRD3 antagonist	aSyn rescue	TDP-43 yeast inh
33	COc1ccccc1CNn1c(-c2cccc(C)c2)nc2ccccc2c1=O	0%	-19%	i	u	18%	-22%	18	0%	20%
34	Cc1cc(C(F)(F)F)c2c(N)c(C(=O)NCc3ccc(Cl)cc3)sc2n1	0%	14%	i	-6%	18%	i	4	8%	u
35	CCCNC(=O)NC(=O)COC(=O)/C=C/c1cc(Br)ccc1F	1%	-12%	i	4%	2%	i	13	-5%	-29%
36	S=C(Nc1ccc(Cl)cc1)c1nc2ccccc2s1	17%	25%	i	20%	-10%	-16%	96	-1%	20%
37	COc1cc(OC)c(OC)cc1/C=C1\Oc2cc(OCC(=O)N3Cc4ccccc4C[C@H]3C(=O)O)ccc2C1=O	-6%	3%	i	-2%	u	24%	43	2%	8%
38	c1ccc2c(c1)Nc1cc3ccccc3cc1S2	1%	1%	i	18%	-3%	-14%	-10	-3%	4%
39	CCOC(=O)C(NCCOC)(NC(C)=O)C(F)(F)F (stereo unspecified)	1%	0%	i	-11%	-24%	-51%[inhibitor]	4	-2%	-22%
40	O=C(COC(=O)C1(c2ccccc2F)CCCC1)NC1CCS(=O)(=O)C1 (stereo unspecified)	1%	20%	i	5%	-1%	6%[57.5 µM]	-62*	-1%	-14%
41	Cc1ccc(-c2nnc(Nc3ccc(CC(N)=O)cc3)c3ccccc23)cc1S(=O)(=O)NCCO	1%	-4%	i	19%	-5%	-22%	8	0%	21%
42	CCn1c(=O)cc(OCC(=O)Nc2cccnc2)c2ccccc21	5%	21%	i	0%	-1%	i	11	1%	20%
43	COC(CNC(=O)C1CCCN(S(=O)(=O)c2c(C)noc2/C=C/c2cccs2)C1)OC (stereo unspecified)	5%	-11%	i	-14%	-10%	-25%	6	2%	12%
44	Cc1ccc(SCc2cc(=O)[nH]c(N3CCN(C)CC3)n2)cc1	3%	12%	i	3%	-15%	i	-25	-10%	-1%
45	CC(=O)N1CCc2cc(S(=O)(=O)NCCC(=O)Nc3cccc(C)c3)ccc21	12%	9%	i	8%	9%	u	13	-4%	3%
